# Compound activity from PubChem BioAssay.
# RORgamma inh: qHTS for inhibitors of ROR gamma transcriptional activity; Potency, µM (highest dose often 53.6 µM), for inactives: at the top dose activity change, negative = inhibition, usual class: inhibitors; Nuclear receptor ROR-gamma (Mus musculus), P51450; 5.4% of 310,000 active; Drosophila S2 Gal4-RORgamma UAS-luciferase reporter, 20 h; note: potency is the fitted concentration of half-maximal effect; % is set by controls: 0 for no effect and ±100 for the full control effect; nearly all actives have a fitted effect of over 60% in size
# Target sequence (P51450 whole entry, looked up, the tested form may be a part): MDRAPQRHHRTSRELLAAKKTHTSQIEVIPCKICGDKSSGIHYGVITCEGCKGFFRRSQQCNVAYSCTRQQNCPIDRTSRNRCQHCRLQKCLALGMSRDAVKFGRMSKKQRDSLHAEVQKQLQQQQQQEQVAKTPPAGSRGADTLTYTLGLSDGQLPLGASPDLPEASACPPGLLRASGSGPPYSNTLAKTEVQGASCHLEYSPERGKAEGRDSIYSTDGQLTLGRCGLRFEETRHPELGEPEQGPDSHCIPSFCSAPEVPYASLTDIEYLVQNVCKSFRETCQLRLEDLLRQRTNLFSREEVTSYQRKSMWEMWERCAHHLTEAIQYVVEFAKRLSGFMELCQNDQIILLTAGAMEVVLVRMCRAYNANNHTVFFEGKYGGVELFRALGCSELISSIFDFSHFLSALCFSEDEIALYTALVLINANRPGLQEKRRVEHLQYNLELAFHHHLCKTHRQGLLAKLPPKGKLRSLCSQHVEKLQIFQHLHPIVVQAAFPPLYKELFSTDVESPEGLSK
#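 Compounds are pin-transferred onto Drosophila Schneider cells expressing a copper-inducible Gal4–ROR gamma transactivation domain fusion. After 1 hr, copper sulfate is added to 700 uM final; luciferase is read 20 hr later.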
# Gal4-VP16 FLuc: VP16 counterscreen qHTS for inhibitors of ROR gamma transcriptional activity. Potency, µM (titrated, usually from 53.6 µM), without a hit: at the top dose activity, negative = inhibition, actives largely listed as inhibitors. Drosophila S2 Gal4-VP16 UAS-luciferase, luminescence, 20 h. 3.5% of 310,000 active;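 note: Gal4-VP16 expression switched on by copper sulfate through the metallothionein promoter; potency is the fitted concentration of half-maximal effect; % is set by controls: 0 for no effect and ±100 for the full control effect; nearly all actives have a fitted effect of over 50% in size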
# Menin-MLL TR inh: qHTS Assay for Inhibitors Targeting the Menin-MLL Interaction in MLL Related Leukemias: Competition With Texas Red Labeled MLL-derived Mutant Peptide; Potency, µM (highest dose often 61.6 µM), inactives show top-dose FP activity change, negative = inhibition, most hits filed as inhibitors; Menin + Texas Red MLL mutant peptide, fluorescence polarization; AID 1768, 2009; O00255; 0.23% of 270,000 active; active = well fitted inhibition curve with a large enough effect in the polarisation, with a control signal flat, not every such curve was filed as active; inconclusive = small, poorly fitted or top-dose-only effect, or effect the other way, or a change in a side signal; inactive = no such curve, though single readings can be large or run the other way; the % refers to the polarisation; note: potency is the fitted concentration of half-maximal effect; % of control where 0% means no effect; many of its hits are not listed in these tables
# Giardia kill: Small Molecules that selectively kill Giardia lamblia: qHTS | activity change, % at 7.66 µM, hits read low | 0.15% of 340,000 active | Giardia lamblia trophozoite viability; in the data active = activity change below about -80%; inconclusive = between about -30% and that limit;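 note: parasites exposed to compound for two days anaerobically before the ATP read; % is set by controls: 0 for no effect and ±100 for the full control effect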
#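 Anaerobic 48 hrs incubation at 37 deg C of 100 trophozoites/well with test compounds; ATPLite 1-Step luminescence, 15-30 min RT, reports cellular ATP as viability.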
# FLuc counter: qHTS profiling assay for firefly luciferase inhibitor/activator using purifed enzyme and Km concentrations of substrates (counterscreen for miR-21 project). Luciferin 4-monooxygenase (Photinus pyralis), P08659. purified FLuc, Km substrates, luminescence inhibition. Potency, µM (series often up to 57.5 µM), without a hit: top-dose activity change, negative = inhibition, hits mostly inhibitors. 6.9% of 360,000 active. AID 588342, 2011;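 note: potency is the fitted concentration of half-maximal effect; plate controls were vehicle for no effect and reference inhibitor for full effect; nearly all actives have a fitted effect of over 55% in size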
# Target sequence (P08659 whole entry, looked up): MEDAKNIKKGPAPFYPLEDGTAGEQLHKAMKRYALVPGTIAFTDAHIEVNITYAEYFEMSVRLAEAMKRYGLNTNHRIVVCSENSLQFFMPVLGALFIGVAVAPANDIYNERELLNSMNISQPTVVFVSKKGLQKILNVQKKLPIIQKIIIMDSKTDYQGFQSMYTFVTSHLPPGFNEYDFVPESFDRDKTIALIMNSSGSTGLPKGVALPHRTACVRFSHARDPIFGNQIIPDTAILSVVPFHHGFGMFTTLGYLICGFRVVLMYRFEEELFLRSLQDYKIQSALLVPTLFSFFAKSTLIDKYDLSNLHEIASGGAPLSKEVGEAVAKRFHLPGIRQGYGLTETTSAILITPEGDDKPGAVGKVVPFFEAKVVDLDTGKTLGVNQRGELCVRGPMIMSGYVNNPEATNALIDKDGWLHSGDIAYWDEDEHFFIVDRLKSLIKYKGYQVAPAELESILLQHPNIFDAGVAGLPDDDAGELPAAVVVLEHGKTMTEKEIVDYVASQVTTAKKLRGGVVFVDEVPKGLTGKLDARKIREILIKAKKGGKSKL
#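 Biochemical qHTS of compounds, final roughly 60 µM downward over six points, against 10 nM purified firefly luciferase using Km concentrations of substrates (10 uM D-luciferin, 10 uM ATP) in Tris acetate pH 7.5 buffer; luminescence output.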
# ELG1 genotoxic: qHTS screen for small molecules that induce genotoxicity in human embryonic kidney (HEK293T) cells expressing luciferase-tagged ELG1 | HEK293T ELG1-luciferase reporter, luminescence, 16 h | Potency, µM (top dose mostly 46 µM), for the others: at the highest dose activity change, positive = activation, usual class: activators | AID 504466, 2011 | 1.3% of 330,000 active; note: potency is the fitted concentration of half-maximal effect; % of control where 0% means no effect; nearly all actives have a fitted effect of over 60% in size
#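 ELG1-luciferase HEK293T cells, 2,000/well; compound pinned in; 16 hr, 37 °C, 5% CO2; ONE-Glo, 30 min RT; luminescence on CCD imager.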
# Rab9 prom act: qHTS Assay for Rab9 Promoter Activators; Huh7 Rab9 promoter-luciferase reporter, luminescence, 24 h; 2.8% of 320,000 active; AID 485297, 2010; Potency, µM (titrated, usually from 9.22 µM), for the others: at the highest dose activation, negative = inhibition, most hits filed as activators; note: potency is the fitted concentration of half-maximal effect; % of control where 0% means no effect; nearly all actives have a fitted effect of over 60% in size
#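 Huh7 cells stably carrying Rab9 promoter–luciferase reporter, plated 1500 cells/well, compound added after 2 h and incubated 24 h at 37 °C; luciferase luminescence then read after 10 min with detection reagent.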
# NPC1 promoter act: qHTS Assay for NPC1 Promoter Activators | AID 485313, 2010 | Potency, µM (top dose mostly 9.22 µM), for the others: at the highest dose activation, actives largely listed as activators | 2.4% of 320,000 active | Huh7 NPC1 promoter luciferase reporter, 24 h;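 note: potency is the fitted concentration of half-maximal effect; % of control where 0% means no effect; nearly all actives have a fitted effect of over 60% in size; reporter is driven by a mutant NPC1 promoter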
#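 NPC1 promoter–luciferase Huh7 cells; 24 h compound; luminescence.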
# BRCA1 expr act: qHTS Assay to Identify Small Molecule Activators of BRCA1 Expression; 1.1% of 380,000 active; MCF7-BRCA1-FFLuc reporter, luminescence, 48 h; response scale: scaled: vehicle 0%, 10 µM genistein 100%; AID 624202, 2012; Potency, µM (doses to about 46.1 µM), for the others: at the highest dose activation, most hits filed as activators; note: potency is the fitted concentration of half-maximal effect; nearly all actives have a fitted effect of over 80% in size; some results filed as inactive show a strong effect at the top dose
#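 Cells: MCF7-BRCA1-FFLuc, 2000/well. Exposure: 48 h, 37 °C, 5% CO2. Read: luminescence, 15 min post-substrate. Controls: genistein 10 microM (maximal activation), DMSO (neutral).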
# PKM2 act: qHTS Assay for Activators of Human Muscle isoform 2 Pyruvate Kinase; Pyruvate kinase PKM (Homo sapiens), P14618; purified PKM2, Kinase-Glo ATP luminescence, activation; response scale: 0% is enzyme alone, no compound; Potency, µM (titrated, usually from 57.5 µM), without a hit: at the top dose activation, hits mostly activators; 0.34% of 260,000 active; note: potency is the fitted concentration of half-maximal effect; % is set by controls: 0 for no effect and ±100 for the full control effect; nearly all actives have a fitted effect of over 55% in size
#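 Purified hPK-M2 (>95% pure) converted ADP (0.1 mM final) to ATP with 0.5 mM PEP in 50 mM imidazole pH7.2, KCl, MgCl2, Tween 20, BSA; 1 h at room temperature. ATP detected by Kinase-Glo luminescence.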
# p53 reactivator: qHTS assay for re-activators of p53 using a Luc reporter; H1299 p53-A138V BP100-luciferase reporter, luminescence, 24 h; Potency, µM (highest dose often 92.2 µM), inactives show at the top dose activity change, positive = activation, usual class: activators; 0.063% of 320,000 active; AID 504706, 2011; note: potency is the fitted concentration of half-maximal effect; % of control where 0% means no effect; nearly all actives have a fitted effect of over 45% in size
#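 p53-null H1299 cells stably carrying temperature-sensitive p53-A138V and a BP100-luciferase reporter were pinned with compounds (4-point, 1:5 series) and held 24 hrs at 37 deg C. Luminescence was read 10 min after detection reagent.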
# * hit, by the source's call; ? = inconclusive; nt = not tested or not shown; [ ] = dose if it differs, or a comment. Unless noted, calls come from the whole dose curve; as a rule, active = well fitted curve in the direction sought with a large enough effect; inconclusive = small, poorly fitted or top-dose-only effect, or another doubt; inactive = no such curve, though single readings can be large; an effect the other way counts as inactive or inconclusive. This is a subset; count on the stated rates, not on these rows.
SMILES,RORgamma inh,Gal4-VP16 FLuc,Menin-MLL TR inh,Giardia kill,FLuc counter,ELG1 genotoxic,Rab9 prom act,NPC1 promoter act,BRCA1 expr act,PKM2 act,p53 reactivator
Cc1ccccc1[C@@H](NC(=O)OC(C)(C)C)C(=O)OC(C)(C)C,nt,nt,nt,-12,1%,1%,1%,0%,-3%,nt,2%
CCSc1nnc(NC(=O)NC(C)(C(F)(F)F)C(F)(F)F)s1,?,-25%,-5%,-10,-13%,-11%,-1%,-7%,-94%,6%,?
CC1C/C(=C/c2ccncc2)C(=O)/C(=C/c2ccncc2)C1 (centres undefined),7.1µM*,2.8µM*,-25%,?,-11%,-22%,-36%[inhibitor],-42%[inhibitor],-75%,14%,-9%
CSc1cccc(NC(=O)CN(C)S(=O)(=O)c2ccc(F)cc2)c1,?,14%,21%,17,-5%,-1%,-3%,1%,19%,9%,-2%
CCCCNc1c(-c2ccc(OC)c(Sc3ccc(OC)cc3)c2)nc2ccccn12,nt,nt,nt,2,-20%,-57%[inhibitor],4%,-1%,-71%,nt,-16%
COc1ccccc1OCCNC(=O)C1CC(=O)N(Cc2ccccc2)C1 (centres undefined),nt,nt,nt,?,0%,-1%,-6%,1%,-19%,nt,0%
C=C(C)CSc1nc2ccccc2[nH]1,4%,-1%,3%,1,?,7%,20%,-3%,76%,0%,?
COc1cc(S(=O)(=O)NCc2ccncc2)ccc1Br,27%,7.1µM*,-15%,-3,0%,-1%,-30%,-27%,-43%,-2%,-11%
COc1ccc(CCNC(=O)CCC(=O)N2CC(C)Oc3ccc(Cl)cc32)cc1OC (centres undefined),?,-2%,-7%,14,-4%,-4%,-4%,-3%,-27%,0%,5%
O=C(O)c1cccc(CSc2nnc(Cc3ccccc3)o2)c1,-27%,?,4%,-20,19µM*,?,?,28%,5%,3%,5%
COc1ccc(CCNC(=O)CN(C)S(=O)(=O)c2ccc3nc(C)sc3c2)cc1OC,-3%,-5%,5%,14,1%,-6%,10%,0%,0%,nt,-2%
O=C(N/N=C/c1ccccc1)c1[nH]c2ccc(Br)cc2c1-c1ccccc1,?,?,-1%,-10,2%,19%,-13%,-13%,-93%,-2%,?
CCN1C(=O)[C@@H]2[C@@H](c3ccc(-c4ccc(Cl)c(Cl)c4)cc3)N3CCCC[C@@]3(C(=O)OC)[C@@H]2C1=O,nt,nt,nt,5,0%,1%,-3%,-8%,-4%,nt,3%
COc1ccc(-n2c(C)c(C)c3c(NCCN(C)C)ncnc32)cc1,13%,-1%,?,5,-1%,0%,2%,-6%,-1%,nt,-4%
CCC1CCC2(CC1)NNC(=S)NN2,?,?,5%,-21,4%,-4%,5%,5%,-77%,-6%,10%
CCN1C(=O)c2ccccc2Sc2ccc(C(=O)NCCCN3CCOCC3)cc21,0%,-2%,-23%,5,0%,0%,5%,-1%,-23%,4%,1%
Cc1ccccc1CCN1CCCC(CN(C)C(=O)c2ccc3ncccc3c2)C1 (centres undefined),-29%,-9%,-24%,0,-3%,14%,4%,10%,5%,1%,-31%[inhibitor]
COc1cccc(-n2cnnc2SCC(=O)NC2CC2)c1,nt,nt,nt,-10,0%,-2%,1%,0%,-1%,nt,5%
COc1ccc(NC(=O)Nc2cccc(F)c2)c(OC)c1,27%,28%,?,-3,?,8%,23%,13%,108%,-24%,2%
COc1ccccc1NC1SC(=O)N(c2ccccc2)C1=O (centres undefined),17%,7%,-12%,-24,2%,3%,0%,-4%,1%,3%,14%
CC(=O)N1CCN=C1SCc1ccc(F)cc1,43%,-4%,-10%,-21,0%,0%,1%,1%,2%,3%,2%
COc1ccc(N(CC(=O)NCc2cccs2)S(=O)(=O)c2c(C)n[nH]c2C)cc1,16%,5%,-1%,10,2%,0%,11%,-1%,6%,-6%,-23%
O=C(CSc1nc2ncccc2[nH]1)Nc1ccccc1-c1ccccc1,-3%,-25%,-26%,?,1%,-4%,-5%,-2%,-4%,4%[0.46 µM],-3%
Clc1cccc(-c2nc(NCc3cccnc3)c3ccccc3n2)c1,-37%,-2%,?,-17,1%,-1%,0%,0%,-34%,3%,-13%
Cc1ccc(NC(=O)CN(C)C(=O)c2cc(S(=O)(=O)N(C)C)ccc2N2CCCC2)cc1,nt,nt,nt,-16,3%,0%,1%,-1%,1%,nt,-3%
CC(NS(=O)(=O)c1ccccc1)C(=O)Nc1ccc2c(c1)OCCO2 (centres undefined),-16%,0%,nt,-19,-3%,16%,-2%,-1%,-4%,-2%,-3%
CC(=O)Nc1ccc(S(=O)(=O)NC2(C(F)(F)F)C(=O)Nc3c2c(=O)[nH]c(=O)n3Cc2ccccc2)cc1 (centres undefined),-3%,-8%,2%,3,3%,0%,-13%,1%,-5%,-3%,0%
C=CCOc1c(CNc2ccc(C(=O)O)cc2)cccc1OCC,11%,?,8%,3,21µM*,18%,?,?,38%,-2%,3%
O=C(NN=C(Cc1ccccc1)Cc1ccccc1)c1ccc(F)cc1,?,?,0%,5,19µM*,1%,1%,11%,10%,-8%,5%
O=C(CCNS(=O)(=O)c1ccccc1F)N1CCN(C/C=C/c2ccccc2)CC1,nt,nt,nt,1,2%,-3%,-4%,-8%,-10%,nt,-3%
CCOC(=O)N1CCN(C(=O)COc2ccc(S(=O)(=O)NC3CCCCC3)cc2C)CC1,-3%,1%,-6%,10,-1%,-11%,-13%,-1%,-18%,-7%,-13%
C[C@H](NC(=O)c1nc[nH]c1C(=O)N(C)Cc1ccccc1)c1ccccc1,nt,nt,nt,-9,1%,2%,-1%,-5%,-1%,nt,-3%
CCc1ccc(OC(=O)Nc2ccccc2)cc1,0%,18%,1%,3,9.5µM*,9%,?,-2%,2.8µM*,-8%,nt
CCN(Cc1ccccc1)S(=O)(=O)c1ccc2c(c1)NC(=O)CC(=O)N2,6%,-15%,-2%,10,-1%,-3%,-2%,1%,-8%,2%,-1%
COc1ccc(CCN(C)c2ncnc3sccc23)cc1OC,?,-7%,-1%,-1,2%,-11%,-10%,-2%,17%,1%,-3%
Cc1cc(C(=O)NCCc2ccc(Cl)cc2)c(C)o1,13%,-7%,nt,11,?,18µM*,?,?,8.9µM*,-5%,25%
O=C(CCN1CCCC1)Nc1ccc(Br)cc1,-3%,-9%,-13%,-1,6%,2%,-1%,-3%,1%,19%,-4%
CCN(CC(=O)Nc1ccccc1C(F)(F)F)C(=O)COc1cccc2c1OC(C)(C)C2,nt,nt,nt,-11,-1%,0%,-4%,0%,0%,nt,-5%
CCc1ccccc1N(CC(=O)N1CCCC1)S(C)(=O)=O,-10%,1%,-1%,14,6%,-1%,6%,2%,1%,-9%[11.5 µM],nt
COc1ccc(C2C(C(=O)NCc3cccnc3)c3cc(OC)c(OC)cc3C(=O)N2C)cc1 (centres undefined),-15%,-1%,0%,9,-1%,5%,4%,5%,1%,1%,1%

# Entries above that bear a hit mark in RORgamma inh:
Molecule,RORgamma inh,Menin-MLL TR inh,Rab9 prom act,NPC1 promoter act,BRCA1 expr act,PKM2 act,p53 reactivator
CC1C/C(=C/c2ccncc2)C(=O)/C(=C/c2ccncc2)C1 (centres undefined),7.1µM*,-25%,-36%[inhibitor],-42%[inhibitor],-75%,14%,-9%

# In the list so far, two have a COOH group:
SMILES,RORgamma inh,Gal4-VP16 FLuc,Menin-MLL TR inh,Giardia kill,FLuc counter,ELG1 genotoxic,Rab9 prom act,NPC1 promoter act,BRCA1 expr act,PKM2 act,p53 reactivator
O=C(O)c1cccc(CSc2nnc(Cc3ccccc3)o2)c1,-27%,?,4%,-20,19µM*,?,?,28%,5%,3%,5%
C=CCOc1c(CNc2ccc(C(=O)O)cc2)cccc1OCC,11%,?,8%,3,21µM*,18%,?,?,38%,-2%,3%
